E coli Lon inh: inhibitors of E. coli Lon protease; purified E. coli Lon protease, fluorescence polarization; P0A9M0; inhibition, % at 7.94 µM; 0.42% of 360,000 active; in the data active = inhibition above about 13%, passing the limit was not always enough;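 note: 0% = enzyme with probe and DMSO and 100% = no enzyme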
PABP1 MLLE inh: blocks PAM2 peptide binding to the PABP1 MLLE domain; P11940; GST-MLLE / FITC-PAM2 fluorescence polarization; inhibition, % at 20 µM; 0.36% of 360,000 active; AID 588489; in the data active = inhibition above about 35%, passing the limit was not always enough;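 note: plate controls were DMSO wells with GST-MLLE for no effect and wells lacking GST-MLLE protein for full effect; some results filed as inactive read as strong as hits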
FAS TE block: blocks the thioesterase domain of human fatty acid synthase; inhibition, % at 15 µM; 0.67% of 360,000 active; AID 602261; recombinant FAS-TE, OMFH fluorogenic substrate, fluorescence endpoint;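 active = compounds whose normalised, plate-corrected inhibition of enzyme fluorescence in the single-dose primary screen is 50% or more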;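 note: 0% = DMSO with enzyme and 100% = substrate without enzyme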
MsrA act: bovine methionine sulfoxide reductase A activation. purified bovine MsrA, absorbance read-out. activation, % at 10.6 µM. 0.3% of 360,000 active; in the data active = activation above about 7.5%;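 note: 0% = vehicle and 100% = reference activator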
Rpn11 inh: inhibitors of human proteasome Rpn11 | 0.59% of 360,000 active | calls only at 20 µM | O00487 | AID 588493 | human 26S proteasome, Ub4-pepOG fluorescence polarization; 20S core pre-blocked with epoxomicin;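 active = inhibition at 20 µM, scaled to each plate's controls, above about 33%, limit read from the data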
Rin1-Abl PPI inh: inhibitors of human Rin1-Abl protein interaction | P00519+Q13671 | 0.4% of 360,000 active | AID 588664 | inhibition, % at 7.35 µM | TR-FRET Rin1/Abl binding, biochemical; in the data active = inhibition above about 5%, passing the limit was not always enough
Target sequence (P00519 whole entry, looked up): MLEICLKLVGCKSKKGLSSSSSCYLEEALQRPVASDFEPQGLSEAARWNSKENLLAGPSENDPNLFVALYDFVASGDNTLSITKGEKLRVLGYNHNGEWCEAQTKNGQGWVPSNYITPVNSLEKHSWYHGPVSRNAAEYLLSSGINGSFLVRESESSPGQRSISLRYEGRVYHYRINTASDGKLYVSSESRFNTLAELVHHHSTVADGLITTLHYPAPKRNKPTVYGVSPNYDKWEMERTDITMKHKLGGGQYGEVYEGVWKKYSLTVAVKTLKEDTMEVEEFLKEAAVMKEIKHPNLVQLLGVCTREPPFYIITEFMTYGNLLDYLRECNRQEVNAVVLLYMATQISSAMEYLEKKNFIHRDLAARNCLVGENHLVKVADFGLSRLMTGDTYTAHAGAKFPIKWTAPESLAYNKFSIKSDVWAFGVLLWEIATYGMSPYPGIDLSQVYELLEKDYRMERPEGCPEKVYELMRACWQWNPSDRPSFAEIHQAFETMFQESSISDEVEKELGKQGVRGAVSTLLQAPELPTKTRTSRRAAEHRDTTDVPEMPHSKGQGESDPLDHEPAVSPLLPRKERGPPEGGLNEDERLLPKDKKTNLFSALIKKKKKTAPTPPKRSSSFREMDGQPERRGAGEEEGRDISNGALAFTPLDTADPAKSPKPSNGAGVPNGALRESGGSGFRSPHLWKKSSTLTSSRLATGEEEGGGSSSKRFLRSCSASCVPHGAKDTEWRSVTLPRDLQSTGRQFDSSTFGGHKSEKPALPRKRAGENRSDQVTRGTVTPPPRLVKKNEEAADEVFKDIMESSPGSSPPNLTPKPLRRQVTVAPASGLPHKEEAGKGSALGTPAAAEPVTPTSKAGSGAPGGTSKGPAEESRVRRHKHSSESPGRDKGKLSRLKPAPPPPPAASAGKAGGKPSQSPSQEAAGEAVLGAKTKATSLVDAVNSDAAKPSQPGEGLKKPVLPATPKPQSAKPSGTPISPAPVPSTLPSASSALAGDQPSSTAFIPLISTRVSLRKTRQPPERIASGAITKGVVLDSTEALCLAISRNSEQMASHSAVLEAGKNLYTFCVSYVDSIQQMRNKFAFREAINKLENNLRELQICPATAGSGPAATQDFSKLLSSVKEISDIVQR
Target sequence (Q13671 whole entry, looked up): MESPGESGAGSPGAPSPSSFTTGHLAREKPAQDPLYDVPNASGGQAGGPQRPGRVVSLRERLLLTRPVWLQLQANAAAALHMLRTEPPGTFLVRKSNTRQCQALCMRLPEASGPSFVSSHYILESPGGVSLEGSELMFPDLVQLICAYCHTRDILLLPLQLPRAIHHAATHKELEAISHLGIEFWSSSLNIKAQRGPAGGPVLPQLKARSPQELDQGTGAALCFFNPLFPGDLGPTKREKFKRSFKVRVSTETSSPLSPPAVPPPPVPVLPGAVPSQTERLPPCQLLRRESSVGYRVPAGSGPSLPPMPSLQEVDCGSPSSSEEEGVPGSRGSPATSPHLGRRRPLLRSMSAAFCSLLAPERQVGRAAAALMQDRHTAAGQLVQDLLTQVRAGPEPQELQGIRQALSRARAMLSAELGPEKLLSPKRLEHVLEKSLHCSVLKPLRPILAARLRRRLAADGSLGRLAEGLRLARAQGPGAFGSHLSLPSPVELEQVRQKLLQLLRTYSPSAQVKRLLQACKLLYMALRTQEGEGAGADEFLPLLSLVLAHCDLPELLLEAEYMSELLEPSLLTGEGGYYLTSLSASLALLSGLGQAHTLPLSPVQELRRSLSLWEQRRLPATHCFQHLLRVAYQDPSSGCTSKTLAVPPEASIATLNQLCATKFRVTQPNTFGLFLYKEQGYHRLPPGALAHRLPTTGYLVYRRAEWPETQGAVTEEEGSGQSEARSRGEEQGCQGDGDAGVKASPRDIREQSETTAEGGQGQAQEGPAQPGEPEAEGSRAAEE
MT1-MMP act inh: MT1-MMP (human) activation inhibition | P50281 | HT1080 RFP-PRO-GFP cells, GFP/RFP ratio fluorescence, overnight; percent of plate control window, DMSO zero | GFP/RFP ratio change, % at 20 µM | 0.061% of 360,000 active;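 active = GFP/RFP ratio change of at least 30% with cell ATP level not reduced by more than half and red fluorescence within 50% of control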; note: strong numbers were not always called active
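Assay system – RFP-PRO-GFP reporter HT1080 cells · Compound dosing – single dose of 20 µM compound, 1% DMSO final · Incubation – overnight compound exposure at 37 °C · Measure – GFP/RFP fluorescence ratio · Benchmarks – DMSO wells and RFP-L50D-GFP cells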
CSN inh: CSN deneddylation inhibition; Q92905; Purified CSN, SCF-Nedd8-OG deneddylation, fluorescence polarization; inhibition, % at 12.5 µM; AID 651999; 0.38% of 360,000 active;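 active = pattern-corrected inhibition above about 35%, with an unprinted fluorescence ratio check between 0.5 and 1.5, limit read from the data, passing the limit was not always enough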;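 note: 0% = enzyme with substrate and 100% = substrate without enzyme; some results filed as inactive read as strong as hits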
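Assay system: purified human Csn5 enzyme expressed in HEK293T cells; Input: 0.24 nM Csn5 enzyme, final concentration; Reagent: 10 nM SCFSkp2-Nedd8OG; Compound dosing: 12.5 µM single point; Times: reaction 90 min, room temperature; Technique: fluorescence polarization readout.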
MsrA inh: bovine MsrA inhibition | purified bovine MsrA, absorbance read-out | 0.75% of 360,000 active | inhibition, % at 15.5 µM; in the data active = inhibition above about 4.5%;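 note: 0% = vehicle wells with enzyme and 100% = reference inhibitor wells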
An asterisk follows results filed as active; i = inactive; nt = no result given. An unsorted share of the library; about 3.7% have a hit in one of these screens.

SMILES | E coli Lon inh | PABP1 MLLE inh | FAS TE block | MsrA act | Rpn11 inh | Rin1-Abl PPI inh | MT1-MMP act inh | CSN inh | MsrA inh
CC(=O)N1CCN(C(=O)c2ccc3c(c2)OCO3)CC1 | -3 | 1 | -6 | 0 | i | -2 | 2 | -3 | -0.5
CCn1c2ccccc2c2cc(C3N=C(N)Nc4nc5ccccc5n43)ccc21 (configuration not stated) | -11 | 4 | -7 | -2 | i | 5 | -1 | -1 | -0.1
O=C(c1cc2ccccc2oc1=O)N(Cc1ccc(F)cc1)C1CCS(=O)(=O)C1 (configuration not stated) | -8 | -5 | -5 | -1 | i | -1 | -1 | -7 | 1.4
COc1ccc(CNC(=O)CSc2nnc3c(n2)[nH]c2ccc(F)cc23)cc1 | -7 | 0 | -5 | -4 | i | 7 | -3 | 13 | -1.2
Cc1cccc(COC[C@H](Cc2ccccc2)N2CCN(C(=O)c3ccc(C(F)(F)F)cc3)CCC2=O)c1 | 2 | nt | 26 | 1 | nt | nt | -4 | -3 | -0.4
O=C(CSc1nc(-c2ccc(F)cc2)cs1)N1CCN(C(=O)c2ccco2)CC1 | 1 | -3 | 2 | 1 | i | -3 | -1 | -5 | -0.5
O=C(O)c1cccc(-n2cccc2/C=C2\SC(=O)N(Cc3ccccc3F)C2=O)c1 | 10 | -135 | -28 | -3 | i | 0 | 10 | 26 | 0.1
Cc1cnc(C(=O)OCC(=O)N(Cc2ccccc2)C(C)C)cn1 | 5 | -9 | -4 | -2 | i | -2 | 1 | -5 | 0.1
C[C@@H]1CN([C@@H](C)CO)C(=O)CCCn2cc(nn2)CO[C@H]1CN(C)S(=O)(=O)c1ccccc1C#N | -10 | 15 | -6 | 0 | i | -3 | 1 | -2 | -0.4
CCc1c(C)sc(NC(=O)C2CCCO2)c1C#N (configuration not stated) | 3 | 30 | -3 | -7 | i | 1 | -3 | 3 | -0.2
Cc1ccc(C)c(N2CCN(C(=O)C3CCC3)CC2)c1 | -4 | -12 | 0 | -3 | i | 1 | -3 | 0 | 1.0
COc1ccc2[nH]c(=O)c(CN(Cc3cccs3)C(=S)NCC3CCCO3)cc2c1 (configuration not stated) | -3 | -128 | 7 | 0 | i | -2 | -3 | -5 | 1.4
N#Cc1cn(CC(=O)N2CCc3ccccc3C2)c2ccccc12 | 4 | -3 | 29 | 1 | i | -1 | 5 | -5 | 0.6
O=C(CCCn1cc([N+](=O)[O-])cn1)N1CCCCC1 | 8 | 3 | -2 | -5 | i | -4 | -4 | 0 | 0.3
O=C(c1ccco1)N(Cc1ccccc1)Cc1ccccn1 | 4 | -12 | -5 | 0 | i | -1 | -3 | -6 | 1.1
CC(C)(C)C(=O)Cn1c[n+](N)cn1 | -8 | 8 | -10 | -7 | i | 2 | 3 | -3 | -0.5
COc1ccccc1NC(=O)Nc1nnc([C@H]2C[C@H](O)[C@@H](CO)O2)s1 | 1 | -7 | -3 | -2 | i | -2 | 1 | 1 | 0.4
Cc1cc(Nc2ccccc2C(=O)O)n2ncnc2n1 | -1 | 3 | -8 | -3 | i | -1 | -3 | 4 | 1.4
Cc1ccc2nc(SC(C)C(=O)N3CCCC3)[nH]c2c1 (configuration not stated) | 3 | -46 | -8 | -3 | i | 0 | -4 | -1 | 0.4
N/C(=N\N=C\c1ccc([N+](=O)[O-])cc1)c1nonc1N | -11 | 15 | -5 | -2 | i | -2 | 4 | -1 | 1.0

Looked up by compound from the list above (2):
SMILES | E coli Lon inh | PABP1 MLLE inh | FAS TE block | MsrA act | Rpn11 inh | Rin1-Abl PPI inh | MT1-MMP act inh | CSN inh | MsrA inh
Cc1ccc(C)c(N2CCN(C(=O)C3CCC3)CC2)c1 | -4 | -12 | 0 | -3 | i | 1 | -3 | 0 | 1.0
N/C(=N\N=C\c1ccc([N+](=O)[O-])cc1)c1nonc1N | -11 | 15 | -5 | -2 | i | -2 | 4 | -1 | 1.0

The listing picks up; the two compounds before the break are reprinted first.
SMILES | E coli Lon inh | PABP1 MLLE inh | FAS TE block | MsrA act | Rpn11 inh | Rin1-Abl PPI inh | MT1-MMP act inh | CSN inh | MsrA inh
Cc1ccc2nc(SC(C)C(=O)N3CCCC3)[nH]c2c1 (configuration not stated) | 3 | -46 | -8 | -3 | i | 0 | -4 | -1 | 0.4
N/C(=N\N=C\c1ccc([N+](=O)[O-])cc1)c1nonc1N | -11 | 15 | -5 | -2 | i | -2 | 4 | -1 | 1.0
O=C1COc2ccc(NC(=O)N3CCN(c4ccc(F)cc4)CC3)cc2N1 | 4 | -7 | -1 | -4 | i | -2 | 1 | -1 | 0.3
O=C(NCc1ccco1)C1CC(c2cc(C(F)(F)F)cc(C(F)(F)F)c2)=NO1 (configuration not stated) | -2 | 6 | 7 | -9 | i | 1 | 22 | 4 | 0.6
CC(C)C(OC(=O)c1ccco1)C(=O)NC1CCCCC1 (configuration not stated) | -5 | 1 | -1 | 2 | i | 0 | 1 | 1 | 0.8
CN(C)c1ccc(C(CNC(=O)c2ccccc2)c2c[nH]c3ccccc23)cc1 (configuration not stated) | 3 | -13 | 29 | -15 | i | 3 | -5 | 1 | 0.9
Cc1nc2oc3ccccc3c(=O)c2c(=O)n1Cc1ccccc1 | -13 | -13 | -11 | -3 | i | 3 | 11 | 0 | 1.4
COC(=O)c1cccc(C23CC4(C2)[C@H](CN(Cc2ccc(C(F)(F)F)cc2)[C@@H]4c2ccccc2)C3c2ccc(Cl)nc2)c1 (some centres not stated) | 8 | 4 | 25 | -9 | i | 4 | 4 | 3 | 0.7
COC(=O)Cn1cnc2sc3c(c2c1=O)CCCC3 | -3 | 5 | -4 | -3 | i | 1 | 0 | -4 | -0.2
Cc1ccc(S(=O)(=O)NC(=O)c2cc(C)n(CC(c3ccccc3)N(C)C)c2C)cc1 (configuration not stated) | -8 | -7 | -6 | -7 | i | -1 | 0 | -5 | 0.2
Cc1ccccc1NC(=S)N1CCN(c2ccccc2)CC1 | -5 | -92 | -1 | -2 | i | 0 | -5 | -5 | -0.6
CSc1ccc(-c2nnn(Cc3ccc(C)cc3)n2)cc1 | 11 | -2 | 25 | -5 | i | 1 | 1 | -2 | 0.2
COc1ccc2nc(N(CCN(C)C)C(=O)c3ccc(C(=O)c4ccccc4)cc3)sc2c1 | 0 | -8 | 24 | -5 | i | 3 | 1 | 0 | 2.0
COc1ccc(C(=O)O/N=C(\N)Cc2cccs2)cc1OC | -5 | 14 | -4 | -4 | i | -1 | -4 | -1 | -0.6
CN(C)c1ccc(-c2cccc(C3CC=CC4C3C(=O)N(Cc3ccccc3)C4c3ccc(C(F)(F)F)cc3)c2)cc1 (configuration not stated) | -1 | -14 | 20 | -1 | i | 3 | -1 | -3 | 0.3
CCc1nnc(NC(=O)CCc2ccccc2OC)s1 | 5 | -2 | -3 | -12 | i | 1 | 5 | -4 | -0.5
COc1ccc(C(C(=O)NC(C)(C)C)N(C(=O)CCC(=O)Nc2cc(C)on2)c2cccc(C)c2C)cc1 (configuration not stated) | 10 | 7 | 0 | -1 | i | 0 | -4 | -1 | -0.7
O=C1[C@H](O)[C@@H](O)C(=O)N1Cc1ccccc1 | -3 | -3 | 1 | -3 | i | 1 | 1 | -1 | 0.7
CC(NC(=S)Nc1ccc(S(=O)(=O)N2CCOCC2)cc1)C1CC2CCC1C2 (configuration not stated) | -8 | -1 | 12 | -4 | i | 0 | 3 | -3 | -0.4
O=C(Nc1cccnc1)c1ccc(Cl)c([N+](=O)[O-])c1 | -5 | 6 | 0 | -4 | i | 3 | -5 | -1 | 1.1
C[C@@H]1CN([C@@H](C)CO)C(=O)c2cc(Br)cnc2O[C@H]1CN(C)C(=O)NC1CCCC1 | -2 | 15 | -7 | 2 | i | -1 | 1 | -2 | 0.6
CC1CCC(NC(=O)Cn2c3c(c(-c4ccccc4Cl)cc2=O)CCC3)CC1 (configuration not stated) | 0 | -1 | 21 | 0 | i | -4 | -6 | 3 | 0.2
CSc1ncccc1C(=O)OCC(=O)NC(C)(C)C | 2 | 7 | 2 | 2 | i | -2 | 4 | -4 | 0.5
CCCCn1c(CCn2nc(C)c(Br)c2C)n[nH]c1=S | -2 | -1 | -6 | 0 | i | 3 | 6 | -1 | 0.0
COc1cc(C(=O)Nc2cccc3c2CCCC3)cc(OC)c1OC | -6 | -1 | 1 | 0 | i | 0 | 2 | 8 | 0.1
CN(Cc1ccccc1)C(=O)c1ccc(Nc2nc(C(N)Cc3ccccc3)cs2)nc1 (configuration not stated) | 5 | -28 | -10 | -4 | i | -1 | -7 | 6 | -2.2
CN(C)CCN1CCN(C2CN(Cc3cn(Cc4cccc(C(F)(F)F)c4)nn3)S(=O)(=O)C2)CC1 (configuration not stated) | -4 | nt | -9 | -2 | nt | nt | 0 | -5 | -0.7
O=C(N/N=C/c1c[nH]c2ccccc12)c1cc(Cl)ccc1O | -12 | -37 | 1 | -9 | i | 3 | 5 | 4 | 3.1
COc1cccc(CNCCNC(=O)c2nonc2N)c1 | -6 | -9 | -4 | 2 | i | 0 | -1 | -4 | -1.8
CC(=O)Nc1cccc(NC(=O)CSc2nnc3ccccn23)c1 | -3 | -36 | -5 | -1 | i | 2 | 3 | 8 | -1.1
CCS(=O)(=O)Nc1ccc(C2=NN(C(=O)c3ccco3)C(c3ccco3)C2)cc1 (configuration not stated) | -8 | -8 | 0 | 0 | i | 0 | -7 | 4 | 5.1*
O=C(Nc1ccc(F)cc1)Nc1nnc([C@@H]2C[C@H](O)[C@@H](CO)O2)s1 | -17 | 1 | -7 | -7 | i | -5 | 1 | 3 | 0.9
Cc1nnc(NC(=O)CCN2C(=O)/C(=C\c3ccccc3)SC2=S)s1 | -13 | 17 | -1 | 2 | i | -4 | 0 | 3 | -0.7
Clc1cccc(OCCN2CCN(CCOc3cccc(Cl)c3)CC2)c1 | 2 | 10 | 29 | -1 | i | -3 | -3 | 2 | -1.1
Cc1nc(-c2cccc(NC(=O)Cc3ccccc3)c2)cs1 | -7 | 6 | -1 | -10 | i | 2 | 0 | 1 | -0.4
Cn1c(-c2sccc2OCc2cccc(C(F)(F)F)c2)n[nH]c1=S | 2 | -4 | 2 | 4 | i | 0 | 3 | -2 | -0.5
Nn1cnn(Cc2ccccc2)c1=S | -4 | 12 | -9 | -3 | i | 3 | 2 | 8 | -0.7
Cc1ccc(NC(=O)c2ccc3c(c2)C(=O)N(c2ccccc2C)C3=O)nc1 | -10 | 9 | 7 | -9 | i | 1 | 1 | -4 | 1.0
COc1ccc([C@H]2C[C@H](O)[C@@H](n3cc(C4CC4)nn3)CN2C(=O)C2CCCCC2)cc1 | 0 | 1 | -8 | -8 | i | -1 | 2 | 1 | 0.4
Cc1ccccc1NC(=O)Cc1c[nH]c2ccccc12 | -4 | -4 | -4 | -3 | i | -5 | 3 | 0 | -0.4
Cc1cnc(=O)[nH]c1SCC(=O)c1ccc(F)cc1 | -3 | 33 | -6 | -5 | i | -5 | 4 | 7 | 1.0
CCc1nc(SCC(=O)O)c2c3c(sc2n1)COC(C)(C)C3 | -5 | -5 | -5 | -2 | i | 3 | 1 | -5 | -0.6
COc1ccc(C(=O)NNC(=O)Cc2coc3cc(OC)ccc23)cc1 | -2 | -7 | 2 | -15 | i | 6 | -2 | 2 | 0.8
COc1ccccc1NS(=O)(=O)c1ccc(N2CCOCC2)c(N)c1 | 0 | -2 | 0 | -2 | i | -1 | 1 | 2 | -0.3
CCCCn1c(N)c(NCCC(C)C)c(=O)[nH]c1=O | 8 | 17 | -9 | -4 | i | -2 | 1 | -5 | 1.0
